# Screening results (PubChem BioAssay)
# Tb MetRS inh = blocks T. brucei methionyl-tRNA synthetase activity; purified T. brucei MetRS, ATP depletion, Kinase-Glo luminescence; AID 624268; inhibition, % at 11.9 µM; hit rate 0.4% among 360,000;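 active = inhibition above a per-plate cutoff of the control wells' mean inhibition plus 3 SD, cut at about 5.5% in these data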;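 also: 0% = DMSO wells median and 100% = median of wells with control inhibitor compound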
#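 Test system: purified T. brucei MetRS enzyme. Also added: ATP, methionine and E. coli bulk tRNA substrates. Compound: 11.9 µM single point. Schedule: 15 min enzyme-compound preincubation, 2 h reaction, 10 min detection, 25 °C. Signal: luciferase luminescence of residual ATP, Kinase-Glo. Evaluation: percent inhibition versus plate control medians. Controls: DMSO wells, low control.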
# Neddylation inh = inhibitors of human cullin neddylation. calls only at 25 µM. hit rate 0.58% among 360,000. TR-FRET cullin neddylation, biochemical. AID 651699; in the data active = inhibition above about 36%
# E coli Lon inh = inhibits E. coli Lon protease | purified E. coli Lon protease, fluorescence polarization | hit rate 0.42% among 360,000 | inhibition, % at 7.94 µM | AID 602123; in the data active = inhibition above about 13%, passing the limit was not always enough;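 also: 0% = enzyme with probe and DMSO and 100% = no enzyme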
# Target sequence (P0A9M0 whole entry, looked up): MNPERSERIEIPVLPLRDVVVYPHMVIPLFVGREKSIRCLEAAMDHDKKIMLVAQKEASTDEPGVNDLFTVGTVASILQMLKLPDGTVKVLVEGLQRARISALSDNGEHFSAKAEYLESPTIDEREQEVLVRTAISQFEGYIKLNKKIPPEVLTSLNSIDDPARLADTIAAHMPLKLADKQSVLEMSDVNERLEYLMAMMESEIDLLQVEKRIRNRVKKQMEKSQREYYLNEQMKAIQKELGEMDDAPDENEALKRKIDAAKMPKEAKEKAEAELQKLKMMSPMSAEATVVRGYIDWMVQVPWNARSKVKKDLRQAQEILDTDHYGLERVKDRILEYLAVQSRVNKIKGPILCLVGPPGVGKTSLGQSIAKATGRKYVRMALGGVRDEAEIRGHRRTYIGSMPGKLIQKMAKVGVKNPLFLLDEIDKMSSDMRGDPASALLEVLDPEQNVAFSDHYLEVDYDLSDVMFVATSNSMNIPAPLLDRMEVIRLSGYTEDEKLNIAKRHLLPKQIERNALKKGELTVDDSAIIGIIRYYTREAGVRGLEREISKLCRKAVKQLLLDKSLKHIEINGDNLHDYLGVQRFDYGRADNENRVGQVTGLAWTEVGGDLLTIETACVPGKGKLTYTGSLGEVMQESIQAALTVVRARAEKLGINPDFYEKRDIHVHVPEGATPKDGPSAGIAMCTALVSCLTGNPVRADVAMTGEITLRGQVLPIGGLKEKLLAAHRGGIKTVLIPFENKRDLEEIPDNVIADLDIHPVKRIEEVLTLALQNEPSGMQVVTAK
# Rin1-Abl PPI inh = inhibitors of human Rin1-Abl protein interaction; P00519+Q13671; TR-FRET Rin1/Abl binding, biochemical; inhibition, % at 7.35 µM; hit rate 0.4% among 360,000; in the data active = inhibition above about 5%, passing the limit was not always enough
# MsrA act = bovine methionine sulfoxide reductase A activation | purified bovine MsrA, absorbance read-out | activation, % at 10.6 µM | hit rate 0.3% among 360,000 | AID 602163; in the data active = activation above about 7.5%;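 also: 0% = vehicle and 100% = reference activator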
# MsrA inhibitor = inhibits bovine methionine sulfoxide reductase A | purified bovine MsrA, absorbance read-out | inhibition, % at 15.5 µM | hit rate 0.75% among 360,000 | AID 651718; in the data active = inhibition above about 4.5%;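 also: 0% = vehicle wells with enzyme and 100% = reference inhibitor wells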
# MLLE-PAM2 inh = blocks PAM2 peptide binding to the PABP1 MLLE domain; inhibition, % at 20 µM; GST-MLLE / FITC-PAM2 fluorescence polarization; hit rate 0.36% among 360,000; in the data active = inhibition above about 35%, passing the limit was not always enough;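 also: plate controls were DMSO wells with GST-MLLE for no effect and wells lacking GST-MLLE protein for full effect; some results filed as inactive read as strong as hits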
# FAS-TE inh = FAS thioesterase (human) inhibition; P49327; recombinant FAS-TE, OMFH fluorogenic substrate, fluorescence endpoint; inhibition, % at 15 µM; hit rate 0.67% among 360,000; AID 602261;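 active = compounds whose normalised, plate-corrected inhibition of enzyme fluorescence in the single-dose primary screen is 50% or more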;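 also: 0% = DMSO with enzyme and 100% = substrate without enzyme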
# CSN inh = inhibitors of human CSN-mediated cullin deneddylation. Q92905. Purified CSN, SCF-Nedd8-OG deneddylation, fluorescence polarization. inhibition, % at 12.5 µM. hit rate 0.38% among 360,000;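 active = pattern-corrected inhibition above about 35%, with an unprinted fluorescence ratio check between 0.5 and 1.5, limit read from the data, passing the limit was not always enough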;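 also: 0% = enzyme with substrate and 100% = substrate without enzyme; some results filed as inactive read as strong as hits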
#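 Assay system: purified human Csn5 enzyme expressed in HEK293T cells; measure: % inhibition; also added: SCFSkp2-Nedd8OG substrate at 10 nM final; technique: fluorescence polarization; times: reaction 90 min, room temperature; medium: Tris buffer pH 7.5, NaCl, DTT, Tween-20, trehalose, ovalbumin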
# * hit, by the source's call; i = inactive; . = no result given. Rows were taken by chance; any-hit rate near 4%.
SMILES,Tb MetRS inh,Neddylation inh,E coli Lon inh,Rin1-Abl PPI inh,MsrA act,MsrA inhibitor,MLLE-PAM2 inh,FAS-TE inh,CSN inh
NC(=O)COc1ccc(NC(=O)c2ccccc2-c2ccccc2)cc1,-0.8,i,-2,1,-5,1.4,7,-2,4
CCOC(=O)c1ccc(NC(=O)CSc2nnc(C3CC3)n2CC)cc1,-0.2,i,9,-3,-2,0.6,1,-5,1
COC(=O)N1CCCCC1c1cc(C(=O)NCc2ccc(F)cc2)no1 (stereo not drawn),-0.2,i,-1,-1,-1,-1.2,10,-4,2
COC(=O)c1sc(N2C(=O)C(O)=C(C(=O)c3ccc(C)o3)C2c2ccco2)nc1C (stereo not drawn),-0.2,i,-14,-1,-2,-0.1,-19,-11,1
Cc1ccc(C)c(S(=O)(=O)N2CCN(C(=O)Nc3ccccc3)CC2)c1,-0.2,i,-9,2,-3,0.0,-3,6,1
CN1C(=O)N(C)c2ccc(Br)c3cccc1c23,0.5,i,-1,1,-3,1.2,-4,12,2
Cc1ccc(S(=O)(=O)N2CCOCC2)cc1C(=O)Nc1ccccc1N1CCOCC1,-0.4,i,-3,2,-2,-0.8,3,-3,2
Cc1ccc(/C(N)=N/OC(=O)CSc2ccccc2)cc1,-0.3,i,-2,-6,-1,-0.5,20,-4,1
CCOC(=O)c1sc(-c2ccccc2)cc1N,-0.3,i,-3,-2,-2,-0.6,2,11,1
O=C(O)c1cccc(NC(=O)c2ccc(Cl)c(S(=O)(=O)N3CCCCCC3)c2)c1,-1.4,i,-4,0,-11,-0.5,-11,0,3
CC1(C)CC(=O)/C(=C(\O)CCCN2C(=O)c3ccccc3C2=O)C(=NCCO)C1,-0.1,i,-5,-4,-3,-0.3,10,-6,-3
COc1ccc(-c2cc(C(=O)NN)[nH]n2)cc1OC,-0.8,i,3,0,-3,-0.3,-4,-3,5
COc1ccc2c(c1)CCC1(C)CC(=O)C=C21 (stereo not drawn),-0.3,i,2,2,-10,3.7,10,-9,2
CN1C(=O)c2ccccc2Sc2ccc(C(=O)O)cc21,0.1,i,-1,-1,5,0.4,9,-7,-3
COc1ccc(C(c2nnnn2CC2CCCO2)N2CCN(c3cccc(C)c3C)CC2)cc1 (stereo not drawn),-0.5,i,2,-3,-4,-0.4,5,18,4
C=CCNC(=O)c1cnc(-c2ccccc2)nc1-c1ccccc1,0.2,i,-5,2,1,-0.7,-3,-1,-1
COC(=O)c1c(NC(=O)c2cccnc2)sc(C(=O)N(C)C)c1C,-0.5,i,0,-1,-5,2.1,13,-16,-10
N#C/C(=C\c1cccc(O)c1)c1nc2ccccc2o1,-0.1,i,-12,-5,-3,2.2,5,-3,-2
CC1(C)CCC(=O)N(c2ccc(OC(F)(F)F)cc2)C1=O,-0.7,i,2,1,-2,-0.4,-7,1,-3
Cc1ccc(S(=O)(=O)Nc2ccc3c(c2)nc(C)n3C)cc1,-0.6,i,1,-1,0,1.2,2,-1,5
C=C(C)Cc1c(C)c(C#N)c2nc3ccccc3n2c1NCCCN(C)C,-1.0,.,-3,-4,-9,-1.2,-2,-3,-2
COc1ccccc1OCC(=O)Nc1nnc(C2CCCC2)s1,-0.4,i,12,-3,0,0.0,-11,-2,2
CSCC[C@H](NC(=O)N1CCn2c1nc1ccccc12)C(=O)NCc1ccc2c(c1)OCO2,0.5,i,-5,0,-1,-1.0,13,19,-3
O=C(CC1Nc2ccccc2NC1=O)NCCc1ccccc1 (stereo not drawn),-0.1,i,3,0,-4,1.5,-35,-4,3
OC(c1ccccc1)(c1ccccc1)c1nccn1-c1ccccc1,0.1,i,-11,2,-1,1.7,2,-3,1

# Part of the list above, with tabs.
molecule	Tb MetRS inh	Neddylation inh	E coli Lon inh	Rin1-Abl PPI inh	MsrA act	MsrA inhibitor	MLLE-PAM2 inh	FAS-TE inh	CSN inh
COc1ccc(C(c2nnnn2CC2CCCO2)N2CCN(c3cccc(C)c3C)CC2)cc1 (stereo not drawn)	-0.5	i	2	-3	-4	-0.4	5	18	4
C=CCNC(=O)c1cnc(-c2ccccc2)nc1-c1ccccc1	0.2	i	-5	2	1	-0.7	-3	-1	-1

# Returning to the listing, repeating the four entries before the break.
SMILES,Tb MetRS inh,Neddylation inh,E coli Lon inh,Rin1-Abl PPI inh,MsrA act,MsrA inhibitor,MLLE-PAM2 inh,FAS-TE inh,CSN inh
COc1ccccc1OCC(=O)Nc1nnc(C2CCCC2)s1,-0.4,i,12,-3,0,0.0,-11,-2,2
CSCC[C@H](NC(=O)N1CCn2c1nc1ccccc12)C(=O)NCc1ccc2c(c1)OCO2,0.5,i,-5,0,-1,-1.0,13,19,-3
O=C(CC1Nc2ccccc2NC1=O)NCCc1ccccc1 (stereo not drawn),-0.1,i,3,0,-4,1.5,-35,-4,3
OC(c1ccccc1)(c1ccccc1)c1nccn1-c1ccccc1,0.1,i,-11,2,-1,1.7,2,-3,1
COCCN1C(=O)C(=O)/C(=C(/O)c2ccc(S(=O)(=O)N3CCOCC3)cc2)C1c1ccc(O)c(OC)c1 (stereo not drawn),0.1,i,2,2,-3,.,11,-7,-1
CCOC(=O)N1CCC(NC(=O)c2cc(C(=O)Nc3ccc(S(=O)(=O)N4CCCCC4)cc3)ccc2CO)CC1,-1.1,i,2,4,-3,-0.4,5,-17,6
Cc1cc(NC(=O)CSc2sc3c(O)cc(=O)[nH]c3c2C#N)ccc1Br,-0.1,i,-13,0,-1,4.2,-39,11,9
COc1ccccc1OCCSc1nnc(CNC(=O)c2ccco2)n1C,0.2,i,7,-1,-12,-0.7,-98,-3,3
COCCN1CC(=O)N2C(c3cccc(C)c3)c3[nH]c4ccccc4c3C[C@H]2C1=O (stereo partly drawn),3.9,i,-1,1,-11,0.3,-6,-1,-1
COc1ccc(/C=N/NC(=O)c2cc(-c3ccccc3)nc3ccccc23)c(OC)c1,0.0,.,8,-2,-6,5.4*,11,15,-3
Nc1ccn(C2OC(COP(=O)(O)O)C(O)C2O)c(=O)n1 (stereo not drawn),-0.5,i,-9,3,-10,-0.3,9,-9,-2
O=C(CN1C(=O)NC(Cc2c[nH]c3ccccc23)C1=O)NC1CC1 (stereo not drawn),0.9,i,-5,1,2,-0.2,-9,-3,-1
COCCNc1ncnc2c1ncn2[C@H]1CN(Cc2ccccc2)C[C@@H](CO)O1,0.4,i,-7,0,-2,0.8,5,-6,-2
CCCCN(CCCC)C(=O)CCS(=O)(=O)c1ccc2c(c1)n(C)c(=O)c(=O)n2C,-0.1,i,2,0,-2,1.3,14,9,-3
COC(=O)c1ccc2c(c1)NC(=O)CS2,0.1,i,1,2,-3,-1.3,21,-1,-2
Cc1ccc(C(=O)NCCN2CCOCC2)c(Cl)c1,-1.1,i,-9,-3,-10,-0.4,-3,-4,1
CCNC(=S)N/N=C/c1cccs1,-0.1,i,3,-3,-4,5.5*,28,-6,-2
Cc1cccc(CSc2nnc(-c3cccs3)n2Cc2ccco2)c1,-0.7,i,-6,4,0,0.1,-25,12,0
COc1ccc(NC(=O)C(CC(=O)O)Cc2ccc(C)cc2)cc1 (stereo not drawn),-1.3,i,11,-1,-2,-0.5,-1,-2,-10
Cn1ncc(Br)c1NC(=O)CSc1ccc(Cl)cc1,0.3,i,8,2,-1,0.2,-1,0,-1
COc1ccc(C(C(C(=O)c2ccco2)N2CCOCC2)N2CCOCC2)cc1 (stereo not drawn),-0.9,i,1,2,-5,-0.4,4,-1,0
O=C(CN1CCCC1)Nc1nnc(-c2cccs2)s1,-0.7,i,3,0,-4,2.3,3,-12,-4
O=C1CC(C(=O)Nc2cccc(F)c2)n2c(nc3ccccc32)N1 (stereo not drawn),0.9,i,2,5,-2,0.7,-1,1,4
CC(C)C[C@H]1CNC(=S)N1CC1CCCN1C[C@H](CC(C)C)N1C[C@H](Cc2ccc(O)cc2)N(CC2CCCCC2)C1=S (stereo partly drawn),-0.2,i,5,0,0,-0.4,-1,-102,-1
CCCCCNC(=O)c1ccc(NC(=O)CC2SC(N3CCCC3)=NC2=O)cc1 (stereo not drawn),-0.2,i,3,-1,2,1.2,-1,-8,-7
O=C(O)c1ccc(NC(=O)c2cn(-c3ccccc3)nc2-c2ccc(Cl)cc2)cc1,0.9,i,-5,-2,7,-0.8,18,11,-6
CSCCC(NS(=O)(=O)c1cccc(C(F)(F)F)c1)C(=O)N(C)CCOc1ccc(Cl)cc1 (stereo not drawn),-0.3,i,0,1,0,-0.4,4,29,2
CCNCCC(CCC(C)C)c1ccc2c(c1)OCO2 (stereo not drawn),-0.2,i,1,1,-4,-0.6,2,2,-3
NS(=O)(=O)c1cc(Br)c2c(c1)S(=O)(=O)NCN2,-0.2,i,6,-2,0,-0.1,4,-6,6
CCOc1cc(NC(=O)c2ccccn2)c(OCC)cc1NC(=O)c1ccc(C)cc1,-0.3,.,-4,-1,-1,-0.7,11,-4,3
O=C(CN1CCCC1)Nc1ccc(Br)cc1[N+](=O)[O-],2.0,i,-2,0,6,0.4,10,-4,-7

# Sorted by number of heavy atoms (low to high): part of the list above.
SMILES,Tb MetRS inh,Neddylation inh,E coli Lon inh,Rin1-Abl PPI inh,MsrA act,MsrA inhibitor,MLLE-PAM2 inh,FAS-TE inh,CSN inh
O=C(CN1CCCC1)Nc1nnc(-c2cccs2)s1,-0.7,i,3,0,-4,2.3,3,-12,-4
CCNCCC(CCC(C)C)c1ccc2c(c1)OCO2 (stereo not drawn),-0.2,i,1,1,-4,-0.6,2,2,-3
Cc1cc(NC(=O)CSc2sc3c(O)cc(=O)[nH]c3c2C#N)ccc1Br,-0.1,i,-13,0,-1,4.2,-39,11,9
COc1ccc(C(C(C(=O)c2ccco2)N2CCOCC2)N2CCOCC2)cc1 (stereo not drawn),-0.9,i,1,2,-5,-0.4,4,-1,0
O=C(O)c1ccc(NC(=O)c2cn(-c3ccccc3)nc2-c2ccc(Cl)cc2)cc1,0.9,i,-5,-2,7,-0.8,18,11,-6
CCOc1cc(NC(=O)c2ccccn2)c(OCC)cc1NC(=O)c1ccc(C)cc1,-0.3,.,-4,-1,-1,-0.7,11,-4,3
CCOC(=O)N1CCC(NC(=O)c2cc(C(=O)Nc3ccc(S(=O)(=O)N4CCCCC4)cc3)ccc2CO)CC1,-1.1,i,2,4,-3,-0.4,5,-17,6
